# Screens: PubChem BioAssay, several laboratories
# PrPC TRFRET – reduces human prion protein on the cell surface. P04156. inhibition, % at 13.8 µM. AID 720596. cell surface PrPC, TR-FRET read-out. 370,000 compounds, 0.43% hits; in the data active = inhibition above about 24%; note: 0% = median of the test wells and 100% = reference compound wells
# PriA SSB inh – inhibitors of Klebsiella pneumoniae PriA binding to SSB C-terminal tail; AlphaScreen SSBct-PriA binding, biotinylated peptide; inhibition, % at 33 µM; 430,000 compounds, 0.6% hits; AID 1272365; in the data active = inhibition mostly above about 37%, no sharp cut-off; inactive = mostly below about 20%;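 note: plate controls were negative control peptide for no effect and reference peptide for full effect; strong numbers were not always called active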
# DUSP3 inh – blocks human VHR1 dual specificity phosphatase; P51452; AID 1654; recombinant VHR phosphatase, pNPP absorbance; 290,000 compounds, 0.52% hits; inhibition, % at 13.3 µM; in the data active = inhibition above about 50%; note: some compounds called inactive have numbers as strong as hits
# BoNT A protease – BoNT A light chain protease inhibition | multiplex microsphere protease substrate cleavage, flow cytometry | 360,000 compounds, 0.17% hits | AID 588499 | inhibition, % at 10 µM; note: plate controls were buffer without enzyme for full effect and enzyme alone for no effect
# MazEF act – MazEF (E. coli) toxin RNase activation. P0AE70. FAM/BHQ RNA-DNA oligo cleavage fluorescence, 5 h. activation, % at 20 µM. 350,000 compounds, 0.32% hits. AID 504720; in the data active = activation above about 50%
# Target sequence (P0AE70 whole entry, looked up): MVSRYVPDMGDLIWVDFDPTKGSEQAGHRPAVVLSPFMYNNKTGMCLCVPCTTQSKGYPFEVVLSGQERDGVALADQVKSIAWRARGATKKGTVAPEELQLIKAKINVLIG
# Anthrax LF prot – inhibitors of Bacillus anthracis lethal factor protease. 360,000 compounds, 0.12% hits. inhibition, % at 10 µM. multiplex microsphere protease cleavage assay, LF; note: plate controls were buffer without enzyme for full effect and enzyme alone for no effect
# Target sequence (P15917 whole entry, looked up): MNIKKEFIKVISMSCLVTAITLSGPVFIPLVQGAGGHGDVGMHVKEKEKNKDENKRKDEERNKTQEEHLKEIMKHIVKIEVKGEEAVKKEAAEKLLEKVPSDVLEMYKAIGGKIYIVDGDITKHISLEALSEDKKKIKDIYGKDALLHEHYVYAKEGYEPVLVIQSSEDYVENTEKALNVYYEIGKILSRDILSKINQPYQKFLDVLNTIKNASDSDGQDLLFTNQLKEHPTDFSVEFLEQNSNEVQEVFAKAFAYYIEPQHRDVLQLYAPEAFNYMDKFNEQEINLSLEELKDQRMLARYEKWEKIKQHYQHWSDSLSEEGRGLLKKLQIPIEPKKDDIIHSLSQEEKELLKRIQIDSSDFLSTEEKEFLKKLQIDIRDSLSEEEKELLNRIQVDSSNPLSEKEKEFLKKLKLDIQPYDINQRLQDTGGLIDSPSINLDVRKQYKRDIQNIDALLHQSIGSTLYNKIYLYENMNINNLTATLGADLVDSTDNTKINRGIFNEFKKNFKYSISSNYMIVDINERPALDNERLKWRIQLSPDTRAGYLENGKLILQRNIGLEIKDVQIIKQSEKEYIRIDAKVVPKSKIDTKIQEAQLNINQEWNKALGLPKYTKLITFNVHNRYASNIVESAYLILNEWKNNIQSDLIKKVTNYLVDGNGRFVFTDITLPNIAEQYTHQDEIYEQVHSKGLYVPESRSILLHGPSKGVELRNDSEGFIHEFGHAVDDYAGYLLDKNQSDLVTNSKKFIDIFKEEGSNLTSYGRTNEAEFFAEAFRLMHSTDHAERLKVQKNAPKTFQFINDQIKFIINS
# CCHFV vOTU inh – CCHFV vOTU protease inhibition; Pep-AMC fluorescence; inhibition, % at 11.5 µM; 370,000 compounds, 0.55% hits; AID 651958; in the data active = inhibition above about 30%; note: 0% = vehicle wells with enzyme and 100% = no enzyme wells
# 3CLpro inhibitor – SARS-CoV 3CLpro protease inhibition. recombinant SARS-CoV 3CLpro, quenched FRET peptide cleavage. inhibition, % at 6 µM. P0C6X7. 290,000 compounds, 0.14% hits; in the data active = inhibition above about 12%
# Rv3671c protease – Rv3671c (M. tuberculosis) protease inhibition | 320,000 compounds, 0.048% hits | inhibition, % at 5.96 µM | P9WHR9; in the data active = inhibition above about 38%;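 note: extracellular domain of Rv3671c used as enzyme; 0% = enzyme with DMSO and 100% = no enzyme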
# BoNT F protease – blocks Botulinum neurotoxin F light chain protease; Multiplex microsphere protease cleavage assay, flow cytometry; inhibition, % at 10 µM; 360,000 compounds, 0.22% hits; AID 588497; in the data active = inhibition above about 35%, passing the limit was not always enough; inconclusive = no clear call, values can overlap the other calls; note: plate controls were buffer without enzyme for full effect and enzyme alone for no effect
# * hit, by the source's call; i = inactive; ? = inconclusive; · = no result given; & = joins results of further samples. Cut-off read from the data, not from the text of the source, unless noted: active = inhibition above about 30%; inconclusive = no clear call, values can overlap the other calls; inactive = below that. Some of the compounds tested. The share of hits here may be higher or lower than overall.
SMILES,PrPC TRFRET,PriA SSB inh,DUSP3 inh,BoNT A protease,MazEF act,Anthrax LF prot,CCHFV vOTU inh,3CLpro inhibitor,Rv3671c protease,BoNT F protease
CC1(C(=O)NCc2cccnc2)CCN1C(=O)Cc1cccs1 (configuration not stated),2,·,·,0.4,·,-2,-7,·,·,-1
C[C@@]12C(=O)Nc3ccc(Br)cc3C(=O)N1[C@H]1c3ccccc3OC[C@@H]1[C@@H]2c1ccccc1,·,14,·,-0.3,-3,-1,·,·,-56,3
Cc1sc(N(C(=O)CCc2ccccc2)c2ccc(C(=O)O)cc2)nc1-c1ccccc1,7,-8,0,0.0,-3,3,-1,4,-14,-4
Cc1cc(C)cc(NC(=O)COC(=O)c2cc(=O)[nH]c(=O)[nH]2)c1,-6,-10,29,0.1,5,-3,9,-5,-2,0
CC(=O)N(C(C)=O)c1nc(-c2ccccc2)cn1/N=C/c1ccccc1,8,i,13,-1.0,-17,1,-6,0,-6,?
COc1ccc(NC(=O)Cn2nnc(C(=O)NCc3ccc4c(c3)OCO4)c2N)cc1,5,-8,44,0.1,-12,-1,15,-3,-11,0
COc1ccc(C(C(=O)NC(C)(C)C)N(C(=O)CNC(=O)c2cccs2)c2ccc(C(C)C)cc2)cc1OC (configuration not stated),1,5,29,-0.6,-3,0,19,3,1,-2
O=C(O)Cn1cc(C(=O)c2ccccc2F)c2ccccc21,-3,12,4,-3.4,4,11,17,1,4,?
CCn1c(NC(=O)c2ccco2)c(-c2ccccc2Cl)c(=O)c2ccccc21,5,-14,26,1.0,7,3,4,2,2,5
COCC(=O)Nc1ccc2c(c1)[C@@H]1C[C@H](CC(=O)OC)O[C@H](CO)[C@@H]1O2,-5,·,·,-1.3,8,-2,8,·,·,-6
O=S(=O)(NC1CCCCC1Oc1ccccc1)c1ccccc1 (configuration not stated),5,-28,4,0.9,-11,-2,-8,3,-5,0
CCn1c(SCc2ccc(C)cc2)nnc1-c1nn(-c2ccccc2)ccc1=O,-6,4,13,0.3,2,3,21,6,-1,14
CCOC(=O)C1=C(c2ccccc2)Nc2ncnn2C1c1cc(OC)ccc1OC (configuration not stated),5,-3,8,1.4,7,2,-13,3,-3,2
Cc1ccc(-c2ccc(CN3C(C)C(=O)N(Cc4cn(Cc5ccco5)nn4)CCS3(=O)=O)cc2)cc1 (configuration not stated),-1,·,·,-0.1,2,-4,2,·,·,-4
CCOc1cc2ccccc2cc1C(=O)Nc1ccccn1,-8,-11,·,2.5,-11,0,6,2,-3,7
COc1ccc(C(=O)CN(C(=O)c2ccc(Cl)cc2)N2C(=O)C3CCCCC3C2=O)cc1 (configuration not stated),6,-10,4,?,7,-21,20,1,6,38*
Cc1cccc(OCC(=O)NCCNC(=O)c2cnccn2)c1,0,-9,20,-0.2,-8,-13,-11,-2,8,2
Cc1cc(=O)[nH]c(-c2ccc(C(F)(F)F)cc2)n1,5,-3,10,?,3,0,-2,0,-4,?
O=C(NCC1CCCO1)C1CCCN1C(=O)Nc1ccccc1[N+](=O)[O-] (configuration not stated),-22,6,31,-5.2,11,-4,0,-2,-5,-24
COc1ccc(Cl)cc1-n1c(C)ccc1C,0,2,0,0.7,7,0,-2,1,2,-7
COc1ccc(CNC(=O)C2(C)Cc3c(-c4ccc5c(c4)OCO5)ccnc3O2)cc1OC (configuration not stated),4,·,·,0.0,·,-2,15,·,·,0
COc1ccccc1NC(=O)CSc1nnc(-c2ccco2)n1Cc1ccco1,1,-3,18,0.5,2,0,0,-4,-1,-1
COc1cc(CCC(=O)Nc2ccc(C)c(S(=O)(=O)N3CCCCCC3)c2)cc(OC)c1OC,9,-12,·,0.5,5,4,14,·,8,5
CC(C)(O)C#Cc1ccc(C(=O)N2CCN(c3ccccc3)CC2)cc1,-8,3,-8,-0.4,8,0,2,2,5,4
C[C@@H]1CCCCO[C@H](CN(C)C(=O)Nc2ccc3c(c2)OCO3)[C@@H](C)CN([C@H](C)CO)C(=O)c2cc(NS(=O)(=O)c3ccc(F)cc3)ccc2O1,4,·,·,-0.3,6,4,11,·,·,-4

# Later entries
SMILES,PrPC TRFRET,PriA SSB inh,DUSP3 inh,BoNT A protease,MazEF act,Anthrax LF prot,CCHFV vOTU inh,3CLpro inhibitor,Rv3671c protease,BoNT F protease
CC(NC(=O)CCOc1ccccc1)c1ccccc1 (configuration not stated),-4,-12,15,0.3,-2,-3,1,2,-1,-1
Cc1ccc(C(O)c2cccnc2)o1 (configuration not stated),2,3&0,25,1.4,-3,-4,-3,0,-3,2
CCCC(C)NC(=O)CN(c1ccc2c(c1)OCCO2)S(=O)(=O)c1ccccc1 (configuration not stated),0,-7,29,1.4,10,15,-3,0,6,2
COc1ccc(/C=C/c2c([N+](=O)[O-])c(=O)n(C)c(=O)n2C)c(OC)c1,5,2,48,-0.2,8,-6,-4,5,-5,-3
CC(C)C(=O)Nc1ncc(Cc2ccccc2Cl)s1,6,3,21,-0.8,0,-2,15,3,0,-3
COc1ccc(-c2c(=O)n(OC)c3ccccc3[n+]2[O-])cc1OC,-16,11,6,-0.8,-23,16,16,0,-2,-10
Cc1ccc(-c2cc(C(=O)NCCCn3ccnc3)c3ccccc3n2)s1,-4,8,7,4.7,-4,1,-196,2,10,-1
S=C(c1ccc(N2CCCC2)cc1)N1CCCCC1,0,-9,-8,7.4,-2,-6,6,4,2,-36
Cc1cc(C)c(C)c(S(=O)(=O)N(C)CCc2ccccn2)c1C,5,2,·,0.6,-2,-2,-10,·,3,?
O=C(c1ccccc1)C1CCc2occc2C1=O (configuration not stated),1,-11,-9,·,-10,·,3,-7,3,·
COc1ccc(C2=CC(c3ccc(C)cc3)n3nnnc3N2)cc1 (configuration not stated),·,-24,11,-0.3,2,-1,·,7,-3,-8
CCCC1=NN(C(=O)Cc2ccc(OC)c(OC)c2)C(O)(C(F)(F)F)C1 (configuration not stated),-5,-1,-3,-0.3,-3,1,3,-5,0,5
N/C(=N\OC(=O)c1ccccc1Cl)c1ccccn1,0,·,23,0.0,9,0,-8,0,7,0
N#Cc1cccc(S(=O)(=O)NNC(=O)C23CC4CC(CC(C4)C2)C3)c1,0,-1,·,0.1,5,-5,-2,·,3,-5
CCOC(=O)c1cn(CC(=O)Nc2ccc(C(C)C)cc2)nn1,6,-10,18,·,-1,·,0,-2,-5,·
O=C1CC(C(=O)Nc2ccc(F)cc2)n2cnnc2N1 (configuration not stated),-10,1,10,-0.9,6,-1,-6,2,1,-7
COC(=O)Nc1nc2ccc(SC(C)C)cc2[nH]1,3,-5,·,0.7,9,1,-5,·,-1,7
CCN(CC)c1ccc(/C=N/Nc2nc(C)cc(=O)[nH]2)cc1,-7,·,4,-0.8,8,-3,3,4,-5,-8
COc1ccc(C(=O)Nc2cc(OC)c(Cl)cc2Cl)cc1,10,-18,-1,-0.5,-16,-2,-5,-3,2,-3
CCc1ccc(OCC(=O)NNC(=O)c2cnccn2)c(Br)c1,2,-12,20,0.8,0,-1,5,-3,3,-6
CC(=O)Nc1ccc(-n2c(C)ccc2C)cc1,-5,-2,30,-1.6,10,0,-15,3,3,-11
O=C(CC1C(=O)NCCN1Cc1c(F)cccc1Cl)NCCC1=CCCCC1 (configuration not stated),9,-1,19,1.2,5,3,12,0,3,-3
COc1cc(CCC(=O)OCC(=O)NCCc2ccc(S(N)(=O)=O)cc2)cc(OC)c1OC,3,-4,·,-0.4,1,-6,-1,·,5,-2
NC(=O)/C(=C\c1ccncc1)c1cccc2ccccc12,-7,2,-10,-5.2,-2,-11,-1,1,-6,?
COc1ccc(CNC(=O)c2sc(=S)n(-c3ccccc3)c2N)cc1,-19,-8,-8,-5.2,-2,1,6,-3,-5,-7

# Continued.
SMILES,PrPC TRFRET,PriA SSB inh,DUSP3 inh,BoNT A protease,MazEF act,Anthrax LF prot,CCHFV vOTU inh,3CLpro inhibitor,Rv3671c protease,BoNT F protease
Cc1cccc(NC(=O)C2C(C(=O)O)C3C=CC2C32CC2)c1C (configuration not stated),-30,-6,7,0.2,6,7,13,3,3,2
O=C(CSc1ccc(Cl)cc1)NC1CCCc2ccccc21 (configuration not stated),0,2,-8,-0.5,-11,0,-5,-5,-5,-11
O=C(Nc1ccc(C(=O)N2CCCCC2)cc1)c1ccc(Br)cc1,-7,-5,35,-0.3,2,-3,4,3,-14,-6
CC1CCCCN1S(=O)(=O)c1ccc2c(c1)C(C)(C)C(=O)N2C (configuration not stated),-4,-2,-6,-1.2,4,-1,5,6,0,-12
CC12CCC(C(=O)O)(c3nc4cc([N+](=O)[O-])ccc4nc31)C2(C)C (configuration not stated),-23,-17,23,-0.5,19,1,-6,1,5,2
CNC(=S)N/N=C/c1ccc(-c2ccc(C(=O)O)cc2)o1,-7,·,1,-0.9,-4,1,-37,1,7,4
C[C@@H]1CN([C@@H](C)CO)C(=O)c2cc(Br)cnc2O[C@H]1CN(C)C(=O)c1ccncc1,-9,·,·,-0.5,-3,-4,-1,·,·,-4
C[C@@H]1C=C[C@](Cc2ccccc2)(C(=O)NCCc2c[nH]c3ccccc23)N1C(=O)c1ccccc1,-3,-3,19,-0.5,1,-4,8,-7,-4,-2
O=C1[C@@H]2Cc3c([nH]c4ccccc34)C(c3ccccc3)N2C(=O)CN1C1CC1 (some centres not stated),5,-5,-22,-2.3,-1,-4,-13,4,25,13
O=C1CN(C(=O)COC(=O)c2ccccc2NC(=O)c2ccco2)c2ccccc2N1,2,6,35,0.3,7,4,-1,3,-19,-7
CC(C)C1C(=O)N(Cc2cn(Cc3ccco3)nn2)CCS(=O)(=O)N1Cc1ccc(-c2ccccc2)cc1 (configuration not stated),4,·,·,0.1,8,-5,24,·,·,4
COc1ccccc1N(O)C1CC(=O)N(c2ccc(Br)cc2)C1=O (configuration not stated),-3,32,-2,-0.8,-1,-4,3,0,-2,-12
CCCCc1ccc(NS(=O)(=O)N(C)C)cc1,3,-5,25,-0.1,2,-2,-19,2,2,-1
CC(C)CC(=O)N1CCC(N(CCc2ccccc2)Cc2ccccc2)CC1,-13,-24,9,-2.8,0,-8,17,-2,-2,8
Cc1ccc(C)c(S(=O)(=O)N2CCCC2CNC(=O)c2ccc([N+](=O)[O-])cc2)c1 (configuration not stated),-27,17,·,-150,-4,-40,4,·,1,-238
CC(=O)N1c2ccc(S(=O)(=O)N3CCOCC3)cc2CC1C (configuration not stated),1,1,5,0.5,21,0,-3,-5,-3,6
Cc1cc(OCC(=O)OCC(=O)N(C)c2c(N)n(Cc3ccccc3)c(=O)[nH]c2=O)ccc1Cl,2,-6,·,·,-9,·,-4,·,-2,·
COc1ccc(Cl)cc1C(=O)NCC#N,-6,5,13,0.3,2,-15,20,0,3,0
O=c1cc(CO)oc(CN2CCN(c3cccc(C(F)(F)F)c3)CC2)c1O,4,-13,-10,-1.8,-8,-3,9,0,5,-36
COc1ccc(C2(C(=O)Nc3ccc(C)c(C)c3)CCOCC2)cc1,-2,-1,11,-0.7,0,-2,-5,-6,-5,0
Cc1cc(C)c2c(c1)/C(=N/NC(=S)Nc1ccc(F)cc1)CCC2,-3,·,4,-1.8,3,-8,9,-2,7,-17
CCCCCC(=O)N1C[C@@H](O)[C@H](n2cc(COC(=O)c3ccccc3)nn2)C[C@@H]1c1ccc(Cl)cc1,-4,·,·,-0.6,1,3,10,·,·,-8

# Just Rv3671c protease, DUSP3 inh and BoNT F protease (four entries from above):
compound | Rv3671c protease | DUSP3 inh | BoNT F protease
O=C(Nc1ccc(C(=O)N2CCCCC2)cc1)c1ccc(Br)cc1 | -14 | 35 | -6
Cc1cc(C)c2c(c1)/C(=N/NC(=S)Nc1ccc(F)cc1)CCC2 | 7 | 4 | -17
CC(C)CC(=O)N1CCC(N(CCc2ccccc2)Cc2ccccc2)CC1 | -2 | 9 | 8
O=C1CN(C(=O)COC(=O)c2ccccc2NC(=O)c2ccco2)c2ccccc2N1 | -19 | 35 | -7
